High-throughput results (PubChem BioAssay)
FN deposition inh – fibronectin deposition inhibition; 350,000 tested, 0.086% active; inhibition, % at 12.6 µM; AH1F fibroblasts, Alexa488-fibronectin deposition fluorescence, overnight; AID 743247;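 active = mean inhibition across replicates of 30% or more, regardless of how many single replicates reach that level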;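 note: positive control wells lacked labelled fibronectin entirely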
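Material: AH1F fibroblast monolayer depositing Alexa488-labelled fibronectin into matrix / Amount: 10000 AH1F cells per well / Signal: fluorescence 485/525 nm / Medium: DMEM, 2% serum / Compound: single dose, pinned / Incubation: 1 h cell adhesion before compound, then overnight fibronectin incubation / Reagent: Alexa488-FN, 24 nM final / Read-out: inhibition of fibronectin deposition signal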
SIRT5 inh – inhibitors of human sirtuin-5 desuccinylase. Q9NXA8. Purified SirT5, succinyl-peptide AMC, trypsin-coupled fluorescence. inhibition, % at 15 µM. 330,000 tested, 1.1% active. AID 652115; in the data active = inhibition above about 15%
Target sequence (Q9NXA8 whole entry, looked up): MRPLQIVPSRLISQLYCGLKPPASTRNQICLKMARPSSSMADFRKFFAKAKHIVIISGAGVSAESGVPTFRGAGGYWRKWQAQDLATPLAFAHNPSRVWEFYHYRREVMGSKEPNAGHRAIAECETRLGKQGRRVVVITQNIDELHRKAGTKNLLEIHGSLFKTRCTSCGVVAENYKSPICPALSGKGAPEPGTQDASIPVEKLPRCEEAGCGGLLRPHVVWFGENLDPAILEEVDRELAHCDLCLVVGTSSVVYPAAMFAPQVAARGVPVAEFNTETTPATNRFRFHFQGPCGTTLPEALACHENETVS
Casp6 inh – inhibitors of human caspase-6; P55212; purified caspase-6, Z-VEID-R110 cleavage fluorescence; inhibition, % at 12.5 µM; 350,000 tested, 0.53% active; AID 686996;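 active = mean inhibition across replicates at least about 35%, with every replicate also reaching that limit, limit read from the data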;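 note: 0% = median of neutral control wells and 100% = no fluorescence left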
Target sequence (P55212 24-179 limits assumed): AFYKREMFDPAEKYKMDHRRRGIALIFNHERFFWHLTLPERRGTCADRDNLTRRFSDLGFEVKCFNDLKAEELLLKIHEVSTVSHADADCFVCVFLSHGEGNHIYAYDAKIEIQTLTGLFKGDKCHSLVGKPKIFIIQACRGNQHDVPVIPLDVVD
Target sequence (P55212 194-293 limits assumed): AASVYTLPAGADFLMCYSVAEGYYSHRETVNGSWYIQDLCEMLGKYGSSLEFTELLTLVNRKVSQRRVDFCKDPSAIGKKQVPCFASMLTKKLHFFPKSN
esBAF inh – blocks esBAF chromatin remodeling in mouse ES cells | Bmi1-luciferase knock-in reporter, 24 h; 100% = twice the neutral-well signal | reporter increase, % at 12.5 µM | 350,000 tested, 2% active | AID 602393; in the data active = activation above about 40%;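 note: 0% = median of the plate's neutral control wells and 100% = double that signal; a rise in the Bmi1 reporter signal indicates esBAF inhibition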
S100A4 inh HTS – inhibitors of human S100A4 binding to myosin IIA peptide | S100A4/TAMRA-MyoIIA peptide fluorescence polarization | AID 652163 | inhibition, % at 10.7 µM | P26447 | 360,000 tested, 0.14% active;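 active = mean inhibition of at least 70% across replicates, with every replicate also reaching that level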
Target sequence (P26447 whole entry, looked up): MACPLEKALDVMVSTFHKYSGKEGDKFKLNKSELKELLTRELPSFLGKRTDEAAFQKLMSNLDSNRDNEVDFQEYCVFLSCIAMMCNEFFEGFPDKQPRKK
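Material: human S100A4 monomer with TAMRA-labelled myosin IIA peptide; buffer or medium: HEPES pH 7.2 with CaCl2, KCl, NaCl, DTT, Triton; compound dosing: one concentration per compound; schedule: 5 min incubation before reading; benchmarks: neutral control DMSO, positive control TFP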
LGR2 antag – Drosophila LGR2 receptor signaling inhibition | HEK293 LGR2, CRE-luciferase, bursicon-stimulated, 4 h | inhibition, % at 9.99 µM | 380,000 tested, 0.35% active | AID 720647;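 active = drop in luminescence signal, shown as inhibition above about 50% in the replicate tests, limit read from the data, passing the limit was not always enough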;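 note: agonist challenge used bursicon conditioned medium at about half maximal strength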
Statin myotox sup – suppressors of simvastatin-induced myotoxicity in C2C12 myotubes | rescue of ATP level, % at 7.49 µM | AID 602340 | 330,000 tested, 0.78% active | ATP luminescence, 48 h; scaled: DMSO 0, geranylgeraniol control 100;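 active = mean ATP rescue above about 67%, or every replicate alone reaching that limit, limit read from the data, passing the limit was not always enough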;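 note: myotubes were challenged with 10 µM simvastatin during compound exposure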
An asterisk follows results filed as active; · = no result given; & = joins results of further samples.

SMILES	FN deposition inh	SIRT5 inh	Casp6 inh	esBAF inh	S100A4 inh HTS	LGR2 antag	Statin myotox sup
Nc1nc2ncccc2cc1C(=O)NC1CCCCC1	2	-16	3	·	-2	8	·
O=S(=O)(NCc1ccccn1)C(F)(F)F	-3	-2	-3	-9	-3	3	1
CCc1ccc(CN(C)C(=O)C2=CC=CN3CCS(=O)(=O)N=C23)cc1	1	-2	1	2	-1	-19	6
CN(C)C(=O)Oc1ccc[n+](C)c1	-6	1	-4	-1	-3	-15	10
Cc1cccc(OCCSc2nc(N)cc(N)n2)c1	-7	-5	0	41	-8	-25	8
Cc1ccc(NC(=O)C2(C)CCN2C(=O)Cc2ccc(C(C)(C)C)cc2)cc1C (stereo not given)	-2	0	-1	-5	-4	21	0
C/C=C/c1ccc2c(c1)O[C@H](CN(C)C(=O)c1ccncc1)[C@@H](C)CN([C@@H](C)CO)S2(=O)=O	1	-1	1	-1	-1	-12	29
O=S(=O)(N[C@@H]1CC[C@H](CCn2cc(-c3cccnc3)nn2)O[C@H]1CO)c1ccc(F)cc1	·	3	1	1	5	5	8
CCOC(=O)c1ccc(-c2ccc3oc(-c4ccsc4)cc(=O)c3c2)cc1F	-7	-2	-4	31	-1	·	-13
Cc1ccc(CNC(=O)C2CCC(CNc3nc(=S)[nH]c4ccccc34)CC2)cc1 (stereo not given)	-5	-2	2	-1	0	2	-29
C[C@H]1CN([C@@H](C)CO)C(=O)c2cc(Br)cnc2O[C@@H]1CN(C)Cc1ccccn1	·	1	-7	-1	2	-11	·
COc1ccc(C2(C)NC(=O)N(CC(=O)N(c3ccccc3)C3CCS(=O)(=O)C3)C2=O)cc1 (stereo not given)	-5	3	-1	0	-2	0	9
Cc1ccc(C23CC4CC(CC(C(=O)OCC(=O)N(C)C)(C4)C2)C3)cc1	-5	-6	0	-3	1	2	-3
COC(=O)CSc1nc(C2CC2)cc(C(F)(F)F)c1C#N	-3	·	·	-5	·	·	99*
Cn1cnc2c1c(=O)n(Cc1cccc(Cl)c1)c(=O)n2C	-3	-6	1	7	-4	12	-1
COc1ccc(NC(=O)CN(c2ccc(OC)cc2)S(=O)(=O)c2ccc(OC)c(OC)c2)cc1	4	-4	-5	-10	-3	4	7
COc1ccc2c3c(n(C)c2c1)[C@@H](CO)N(C(=O)CN(C)C)CC31CCN(C(=O)CN(C)C)CC1	·	1	-20	·	-7	-19	·
CC(c1c(O)c2ccccc2[nH]c1=O)C1(C)CCC(O)C(C)(C)O1 (stereo not given)	·	-1	6	7	-12	12	9
O=C(c1ccc(F)cc1F)C1CCN(c2ccc([N+](=O)[O-])cn2)CC1	1	-1	-4	·	-2	11	·
COc1ccc(CN(CC(=O)NCc2ccccc2)C(=O)CCC(=O)Nc2ccccn2)cc1	3	-2	4	-5	-4	6	15
Cc1cccc2c(=O)c(C(=O)N3CCCCCC3)c[nH]c12	-2	·	·	-4	·	·	14
Cn1c(=O)c2c(nc(NCc3ccc4c(c3)OCO4)n2Cc2ccccc2Cl)n(C)c1=O	13	·	·	-21	·	·	1
C=C(Br)CN1[C@@H](Cc2ccccc2)[C@H](O)[C@@]23C=C[C@@H](C[C@@H]2S1(=O)=O)O3	6	·	1	2	1	-4	26
CCCCCC(=O)N1C[C@@H](n2cc(-c3ccc(F)cc3)nn2)[C@H](O)C[C@@H]1c1ccc(C)cc1	3	3	2	-4	-5	20	13
O=C(C[C@@H]1C[C@H]2c3cc(NC(=O)NC4CCCC4)ccc3O[C@H]2[C@H](CO)O1)NCc1ccc(Oc2ccccc2)cc1	-2	0	1	3	5	-2	-28
O=C(N[C@H]1CC[C@@H](CCn2cc(-c3ccccc3)nn2)O[C@@H]1CO)c1ccccc1F	6	-1	-2	11	10	-4	-11
CC1CC(C)CN(C(=O)c2nn(C)c3c2CSc2ccccc2-3)C1 (stereo not given)	-11	1	0	13	-1	14	-10
OC[C@@H]1CN(Cc2ccc(-c3ccccc3)cc2)C[C@H](n2cnc3c(NC4CCCC4)ncnc32)O1	-10	0	-1	-12	-8	10	-4
O=C(C[C@@H]1C=C[C@H](NC(=O)Nc2ccc3c(c2)OCO3)[C@@H](CO)O1)NCc1ccc2c(c1)OCO2	·	3	-1	5	2	11	-2
Cc1ccccc1C(=O)N1CCC(C(=O)OCc2ccccc2Cl)CC1	-3	0	4	1	5	-6	8
O=C(CC1CC1)N1CC(=O)N2[C@@H](CO)[C@H](c3ccc(C#Cc4ccccc4)cc3)[C@@H]2C1	·	1	0	·	5	14	·
Cc1noc(C)c1CSCC(=O)Nc1nc2ccc(Oc3ccccc3)cc2s1	·	·	·	7	·	-2	-24
CN(C)CCCNC(=O)/C(=C\c1ccc(-c2cccc([N+](=O)[O-])c2)o1)NC(=O)c1ccccc1	9	0	-13	·	2	-2	·
CCCC[n+]1ccn(-c2nc3ccccc3nc2[N-]S(=O)(=O)c2ccc(C)cc2)c1	·	-2	0	3	-10	9	-8
COc1ccc(S(=O)(=O)NNC(=O)Nc2ccc(C)cc2C)c(OC)c1	-3	-13	-1	·	2	1	·
COc1cccc(NC(=O)CN2C(=O)NC(C)(CCC(C)C)C2=O)c1 (stereo not given)	-3	-2	-2	4	-10	-1	5
CCCN(C)C[C@H]1OCc2cnnn2CCCC(=O)N([C@H](C)CO)C[C@@H]1C	-1&0	-2&-19	4&-4	0&-2&4	-8&-1	6&-14	7&4&-10
Cc1ccc(-c2nnn(CC(=O)N3CCN(c4nc5ccccc5s4)CC3)n2)cc1	-3	·	·	-3	·	·	-23
CC(C)(C)NC(=O)CN(C(=O)CCC(=O)Nc1nccs1)c1ccc(F)c(Cl)c1	-6	-4	-2	-1	6	6	14
Cc1ccc(OCCCCN2CCc3ccccc3C2)cc1	-5	0	-1	-6	1	3	3
CC(/C=N/NC(=O)c1cc(-c2ccncc2)nc2ccccc12)=C\c1ccco1	·	-4	6	2	0	-1	-144
C[C@H](C[C@H](O)[C@H]1OC1(C)C)C1=C2C[C@H](O)C3[C@@]4(C)CCC(=O)C(C)(C)C4CC[C@]3(C)[C@@]2(C)CC1 (stereo not given in full)	14	·	10	-12	-4	-17	5
CC(C)[C@H](NC(=O)N1CC(=O)Nc2ccccc21)C(=O)N[C@@H](C(=O)O)c1ccccc1	1	-2	-6	2	-2	-5	-3
C[C@H](CO)N1C[C@H](C)[C@@H](CN(C)CC2CCCCC2)OCCCC[C@H](C)Oc2ccc(NS(=O)(=O)c3ccccc3)cc2C1=O	·	-1	1	4	10	3	-73
CC(C)OCCCNC(=O)CN1C(=O)CSc2ccc(S(=O)(=O)N3CCOCC3)cc21	-11	-9	-1	13	-17	7	0
O=C(Cn1nc(-c2ccc(Cl)cc2)ccc1=O)NCCN1CCOCC1	-9	·	1	-5	-1	8	14
O=C(NCCO)/C(=C\c1ccco1)NC(=O)c1cccs1	-9	0	-3	·	0	5	·
O=C(CSc1nnc(-c2ccccc2O)o1)N1CCCCC1	-1	-5	1	12	-11	-23	6
CCCc1cc(C(=O)NCc2ccc(OC)cc2)no1	2	-2	-1	38	5	-68	0
O=C(NCCS(=O)(=O)N1CCN(c2ccccc2)CC1)c1ccc(Br)o1	1	-2	0	·	-10	-8	9
C[C@H](CO)N1C[C@H](C)[C@@H](CN(C)Cc2ccc(Oc3ccccc3)cc2)OCc2ccccc2-c2c(n(C)c3ccccc23)C1=O	14	9	1	·	5	12	·
COc1ccccc1C1CCN(Cc2cccc3ccccc23)CC1	9	0	2	-6	-1	2	10
C/C(=C\c1ccccc1)CN1CCC(C(=O)N2CCCCC2)CC1	-1	-10	-4	2	-1	·	9
N#Cc1ccc(Oc2nc(C#N)cc(-c3ccccc3)n2)cc1	3	-1	-2	·	4	21	·
COc1ccc(CC(=O)Nc2c3c(nn2-c2cccc(C)c2C)CS(=O)(=O)C3)cc1	0	·	·	-3	·	·	3
COc1ccc2[nH]c3c(c2c1)CCN1C(=O)N([C@@H](C)C(=O)NCCc2ccc(OC)c(OC)c2)C(=O)[C@]31C	·	·	-4	10	-15	·	3
CCC(C)NCCOCCOc1ccc(F)cc1 (stereo not given)	2	·	·	0	·	·	-1
C[C@H](CO)N1C[C@H](C)[C@H](CN(C)S(=O)(=O)c2ccc(F)cc2)Oc2ccc(NC(=O)Cc3ccccc3)cc2CC1=O	3	0	1	7	11	9	5
CC(C)COc1ccc(C2NC(=O)NC2=O)cc1 (stereo not given)	-1	·	·	-3	·	·	-12
CCCN1CCN(C(=O)Cn2ncc3ccccc32)CC1	1	·	18	2	9	2	4

Later entries:
SMILES	FN deposition inh	SIRT5 inh	Casp6 inh	esBAF inh	S100A4 inh HTS	LGR2 antag	Statin myotox sup
CN(C)C(=O)CCc1ccc2c3c([nH]c2c1)[C@]1(C)[C@@H](C(=O)N2CCCCC2)C[C@H](CC(=O)NCCC2=CCCCC2)C(=O)N1CC3	3	6	0	8	-2	-11	-7
O=C(Cc1ccncc1)Nc1ccc2c(c1)[C@@H]1C[C@H](CC(=O)N3CCc4ccccc4C3)O[C@@H](CO)[C@@H]1O2	·	-2	-1	4	-15	1	-1
CC[C@]12c3[nH]c4cc(-c5ccco5)ccc4c3CCN1C(=O)[C@@H](CC(=O)NCC13CC4CC(CC(C4)C1)C3)C[C@@H]2C(=O)N1CCN(C(=O)c2ccco2)CC1	-1	-1	-3	6	-2	16	5
O=C(CNC(=O)c1ccco1)NCC(c1ccco1)N1CCCCC1 (stereo not given)	2	-6	-95	0	3	-3	27
CCCC(=O)NCCCc1nc2ccccc2n1C	-1	-1	-2	-3	-3	-8	-7
Clc1ccc(COc2cccc(CNCc3ccncc3)c2)cc1	3	-1	-6	9	4	27	-7

4 structures from above, sorted by count of non-hydrogen atoms, largest number first:
SMILES	FN deposition inh	SIRT5 inh	Casp6 inh	esBAF inh	S100A4 inh HTS	LGR2 antag	Statin myotox sup
C[C@H](CO)N1C[C@H](C)[C@H](CN(C)S(=O)(=O)c2ccc(F)cc2)Oc2ccc(NC(=O)Cc3ccccc3)cc2CC1=O	3	0	1	7	11	9	5
C/C=C/c1ccc2c(c1)O[C@H](CN(C)C(=O)c1ccncc1)[C@@H](C)CN([C@@H](C)CO)S2(=O)=O	1	-1	1	-1	-1	-12	29
CCCN1CCN(C(=O)Cn2ncc3ccccc32)CC1	1	·	18	2	9	2	4
O=S(=O)(NCc1ccccn1)C(F)(F)F	-3	-2	-3	-9	-3	3	1

The list is partial; rates above refer to the full screens.
